Compound activity: PubChem BioAssay, Small Molecule Screening Facility, UW Madison
RMI FANCM FP = inhibitors of human RMI core complex binding to FANCM MM2; Fluorescence polarization, RMI core complex with F-MM2 peptide; stronger effect = lower value; AID 1159607; FP signal (polarization) at 33 µM; 0.58% of 70,000 active; in the data active = FP signal below about 40; also: inactives centre near 61; strong numbers were not always called active; unit not given here
* = called active by the depositor; & = joins results of further samples.

RMI FANCM FP,Molecule
91,COC(=O)c1c(NC(=O)c2cccc(S(C)(=O)=O)c2)sc2c1CCN(C(C)C)C2
59&62,COC(=O)C1=C(C)NC2=C(C(=O)CCC2)C1c1ccc(CN2C(=O)c3ccccc3C2=O)o1 (stereo unspecified)
59,COC(=O)c1sccc1N/C=C(\C#N)C(=O)c1ccco1
57,CSc1nc2ccc3nc(NC(=O)c4ccc(S(=O)(=O)N5CCCc6ccccc65)cc4)sc3c2s1
52,O=C(N/N=C\c1ccc(OC(F)(F)F)cc1)c1cnco1
108,O=C(CN(Cc1ccc(Cl)cc1)S(=O)(=O)c1cccnc1)N1CCCc2ccccc21
55,O=C(CCc1ccccc1)Nc1ccc(N2CCCCC2=O)cc1
64,Nc1c(C(=O)N2CCOCC2)sc(=S)n1-c1ccccc1F
61,COc1ccc(OCC(F)(F)F)c(C(=O)Nc2ccc(Cl)cc2)c1
62,C#C[C@]1(O)CC[C@H]2[C@@H]3[C@H](C)CC4=C(CCC(=O)C4)[C@H]3CC[C@@]21C
58,CC(=O)c1ccc(C(=O)N(Cc2ccccn2)c2nc3c(C)c(Cl)ccc3s2)cc1
76,O=C(/C=C/c1ccc(-c2cccc([N+](=O)[O-])c2)o1)N1CCCCC1
61,NS(=O)(=O)/C=C/c1ccccc1
53,O=C(Nc1cccnc1)c1ccc(CSc2ccc(Cl)cc2)o1
68,COc1cc(/C=N\Nc2oc(C)nc2C#N)cc(Br)c1O
65,COc1ccccc1N1CCN(CCNC(=O)C(=O)NC(C)(C)C)CC1
77,CCNc1nn(CC(=O)Nc2ccc3c(c2)CCC3)c(N)c1-c1nc(-c2ccccc2C)no1
88,Cc1ccc(-c2nc3cccnc3s2)cc1NC(=O)CCCc1ccccc1
59,O=C(O)c1nccnc1C(=O)NNc1c(Cl)cncc1Cl
59,Cc1ccc(NC(=O)C2(C)Cc3ccccc3C(=O)O2)cc1Cl (stereo unspecified)
53&50&61,Cc1cc(=O)n2c([nH]c3ccccc32)c1C#N
64,CSC(=S)N(C)NC(=O)Nc1cccc(C(F)(F)F)c1
57,CCOC(=O)c1c(NC(=O)c2ccc(N3CCN(CC)CC3)c([N+](=O)[O-])c2)sc2c1CCCC2
57,COc1ccc(OCCNC(=O)NS(=O)(=O)c2ccc(C)cc2)cc1
67,COc1ccc2nc(-n3nc(C)cc3NC(=O)c3ccccc3F)sc2c1
58,C[C@@H]1CCC[C@H](C)N1NC(=O)c1ccc(Cl)c(S(N)(=O)=O)c1
54,CCS(=O)(=O)c1ccc(CC(=O)Nc2nccs2)cc1
60,O=C(O)c1ccc(S(=O)(=O)N2CCOCC2)cc1
48,O=c1c(O[C@@H]2O[C@H](CO)[C@H](O)[C@H](O)[C@H]2O)c(-c2ccc(O)c(O)c2)oc2cc(O)cc(O)c12
123,CCOc1ccc(-c2cc3c(=O)n(Cc4nc(-c5ccc6c(c5)OCO6)no4)ccn3n2)cc1

(further entries)
RMI FANCM FP,Molecule
98,Cc1ccc(S(=O)(=O)Nc2ccccc2C(=O)OCc2nc3ccccc3s2)cc1
72,Cn1nc(-c2ccccc2)cc1C(=O)O
129,NC1=NC(=O)/C(=C/c2ccccc2OCC(=O)Nc2ccc(F)cc2)S1
44,CCCS(=O)(=O)N1CCCc2cc(NC(=O)Cc3cccs3)ccc21
59&54,O=C(Nc1ccc(N2CCN(Cc3ccccc3)CC2)cc1)Nc1ccc(C(F)(F)F)cc1
64,COc1cccc(CSc2nc(CC(=O)Nc3ccc(C)c(C)c3)cc(=O)[nH]2)c1
58,CCc1cc2c(=O)c(-c3nc4ccccc4[nH]3)coc2c(CN2CCCCC2C)c1O (stereo unspecified)
67,Cc1ccc(S(=O)(=O)Nc2ccccc2C(=O)Nc2nnc(-c3ccccc3Cl)o2)cc1
58,Cc1cc(C2(c3cc(C)c(O)c(C)c3)CCCCC2)cc(C)c1O
61,O=C(NCCOc1ccc(F)cc1)c1ccc(S(=O)(=O)N2CCOCC2)cc1
64,Cc1nnsc1C(=O)NCCn1ncc2c(N3CCN(c4ncccn4)CC3)ncnc21
59,O=C(NCCOc1cccc(C(F)(F)F)c1)c1ccc(Cl)c([N+](=O)[O-])c1
64,CC(C)NC(=O)Cc1cn(C)c2ccccc12
65,Cc1ccc(-c2cnoc2NC(=O)CSc2nc(C)cc(=O)[nH]2)cc1
61,O=C(CN1C(=O)c2ccccc2C1=O)Nc1nccs1
95,COc1ccc(-c2csc3ncnc(SCC(=O)Nc4cccc(-c5nc6ccccc6s5)c4)c23)cc1
139,CCCN1CCCc2cc(CCNS(=O)(=O)c3ccc(Br)cc3)ccc21
61,COc1ccc(S(=O)(=O)NCCOc2ccc(F)cc2)cc1F
83,O=C(CCS(=O)(=O)Cc1ccccc1)Nc1nc2c(F)cc(F)cc2s1
56,CCOc1ccc(OCC)c(S(=O)(=O)N2CCN(c3ccc(-n4ccc(C)n4)nn3)CC2)c1
61,CN(C)/C=C/c1ccc2cccnc2c1[N+](=O)[O-]
75,CN(C)CCN(C(=O)c1ccc([N+](=O)[O-])s1)c1nc2cc3c(cc2s1)OCO3
60,Cc1ccc(S(=O)(=O)Cc2ccc(C(F)(F)F)cc2)cc1
55,CCOc1ccccc1N1CC(C(=O)Nc2ccccn2)CC1=O (stereo unspecified)
57,CCOc1cc(C)c(C)cc1S(=O)(=O)NCc1ccccn1
64,CCn1nccc1C(=O)N=c1sc2ccccc2n1CCSC
80,COC(=O)c1ccccc1NC(=O)Cn1cnc2c(-c3ccc(Cl)cc3)csc2c1=O
66,COc1cc(NC(=O)NCC(c2ccsc2)N2CCN(C)CC2)cc(OC)c1 (stereo unspecified)
66,COC(=O)C1C(=O)NCC1c1ccc(OC)cc1 (stereo unspecified)
53,O=C(Nc1ccc(N2CCCS2(=O)=O)cc1)c1c(F)cccc1F

A portion from the list above:
RMI FANCM FP,Molecule
67,Cc1ccc(S(=O)(=O)Nc2ccccc2C(=O)Nc2nnc(-c3ccccc3Cl)o2)cc1
58,Cc1cc(C2(c3cc(C)c(O)c(C)c3)CCCCC2)cc(C)c1O
61,O=C(NCCOc1ccc(F)cc1)c1ccc(S(=O)(=O)N2CCOCC2)cc1
64,Cc1nnsc1C(=O)NCCn1ncc2c(N3CCN(c4ncccn4)CC3)ncnc21
59,O=C(NCCOc1cccc(C(F)(F)F)c1)c1ccc(Cl)c([N+](=O)[O-])c1

Following part.
RMI FANCM FP,Molecule
62,Cc1onc(-c2ccccc2Cl)c1C(=O)NC(=S)NCc1ccco1
65,COCCCn1c(N)c(S(=O)(=O)c2cccs2)c2nc3ccccc3nc21
66,COc1ccc(S(=O)(=O)N2CCC(C(=O)Nc3ccc4c5c(cccc35)CC4)CC2)cc1
53,O=C(c1nc2ccccc2s1)N1CCN(c2nc3ccc([N+](=O)[O-])cc3s2)CC1
60,CC(=O)CCC1C(C#N)C(C(C)C)CCC1(C)OC(C)=O (stereo unspecified)
29*,O=C(Oc1ccc(NS(=O)(=O)c2ccc3ccccc3c2)cc1Cl)c1ccccc1
68,NC(=O)c1ccc(NC(=O)CN(Cc2ccc(Cl)cc2)S(=O)(=O)c2cccnc2)cc1
59,C[C@@H]1C[C@H]2[C@@H]3CCC4=CC(=O)C=C[C@]4(C)[C@@]3(F)[C@@H](O)C[C@]2(C)[C@@]1(O)C(=O)CO
71,COc1cccc(CNC(=O)CSc2nc3cc(-c4ccccc4)sc3c(=O)n2C)c1OC
61,NC(=O)c1ccc(NC(=O)Cn2c(-c3ccncc3)nc3ccccc32)cc1
64,Cc1cc(C)nc(SCc2c(C(=O)NC3CCCC3)nnn2-c2ccccc2)n1
69,CCOC(=O)c1c(NC(=O)CN2CCOCC2)sc(C)c1-c1ccc(OC)cc1
54,Cc1onc(-c2c(F)cccc2Cl)c1NC(=O)Oc1ccc(CC#N)cc1
65,CCCN1CCCc2cc(CCNC(=O)C(=O)NC3CCCC3)ccc21
15*,CCN1C(=O)/C(=C/c2c(C)c(C#N)c(=O)n(C)c2N2CCN(c3ccc(F)cc3)CC2)SC1=S
75,N/C(=N/OC(=O)c1ccccc1Cl)c1cccc(CS(=O)(=O)c2ccc(Cl)cc2)c1
56,C=CCN(c1ccccc1C(=O)O)S(=O)(=O)c1ccc(NC(=O)OC)cc1
74,Cc1sc(NC(=O)COc2ccccc2)nc1-c1ccccc1
61,Cc1ccccc1C(=O)N1CCN(Cc2nc(C(C)(C)C)cs2)CC1
55,O=S(=O)(NC1Cc2ccccc2C1)c1cccc(Cl)c1
61,CCOC(=O)CNC(=O)CSc1nnc(C)c2cnn(-c3ccccc3)c12
121,COc1ccccc1-n1c(SCC(=O)c2ccc(Cl)cc2)nc2c(c1=O)SCC2
61,Cc1ccc2cc(CCNC(=S)NCCn3ccc4ccccc43)c(=O)[nH]c2c1C
91,NC(=O)c1ccc(NC(=O)Cn2nc(C3CC3)c3cnn(-c4ccc(F)cc4)c3c2=O)cc1
58,COc1ccc(-c2nc(C)c(CCNC(=O)C3CCCC3)s2)cc1
61,O=C(Nc1ccc(-c2ccc(N3CCCCCC3)nn2)cc1)c1ccc(F)cc1F
78,CC(C)CCN1C(=O)C(C)(C)COc2ccc(NC(=O)COc3ccc(F)cc3)cc21
44,C=N[C@@H](C(=O)N[C@@H]1C(=O)N2[C@@H]1SC(C)(C)[C@@H]2C(=O)O)c1ccccc1
63,COc1ccc(C(=O)NCCCN2CCN(c3ccccc3)CC2)c(OC)c1OC
58,CC(C)(C)N1C(=O)c2ccccc2C1=O

Of the compounds above, these have a nitro group on carbon.
RMI FANCM FP,Molecule
76,O=C(/C=C/c1ccc(-c2cccc([N+](=O)[O-])c2)o1)N1CCCCC1
57,CCOC(=O)c1c(NC(=O)c2ccc(N3CCN(CC)CC3)c([N+](=O)[O-])c2)sc2c1CCCC2
59,O=C(NCCOc1cccc(C(F)(F)F)c1)c1ccc(Cl)c([N+](=O)[O-])c1
61,CN(C)/C=C/c1ccc2cccnc2c1[N+](=O)[O-]
75,CN(C)CCN(C(=O)c1ccc([N+](=O)[O-])s1)c1nc2cc3c(cc2s1)OCO3
53,O=C(c1nc2ccccc2s1)N1CCN(c2nc3ccc([N+](=O)[O-])cc3s2)CC1

The results go on:
RMI FANCM FP,Molecule
66,COc1ccc(-c2nc(-c3cccc([N+](=O)[O-])c3)cs2)cc1
64,Cc1ccc(NC(=O)CCc2csc(NC(=O)c3ccc[nH]c3=O)n2)cc1C
67,Cc1nc2c(sc3cccc(F)c32)c(=O)n1CC(=O)NC1CCCCC1
54,O=C1c2ccccc2C(=O)c2sccc21
55,Fc1ccc(CN2CCCN(C(=S)Nc3ccc(F)cc3)CC2)cc1
76,CCCC(=O)Nc1[nH]c(=S)c(C#N)c(-c2ccc(OC(=O)CCC)cc2)c1C#N
69,Nc1nc(SCC(=O)Nc2ccc(F)cc2Cl)ncc1S(=O)(=O)c1cccs1
59,CN1CCN(C(CNC(=O)C23CC4CC(CC(C4)C2)C3)c2ccc(N(C)C)cc2)CC1 (stereo unspecified)
50,CSc1nnc(C)n1-c1ccc(OCc2ccccc2)cc1
65,COc1cccc(N2CCN(c3ccc(S(=O)(=O)C(C)(C)C)nn3)CC2)c1
67,Cc1cc(C(=O)Nc2c(C(N)=O)oc3ccccc23)n(C)n1
73,COc1ccc(CC(=O)NCCc2ccc(N3CCCC3)cc2)cc1OC
46,CN(C)C=NS(=O)(=O)c1cc(C(F)(F)F)cc(C(F)(F)F)c1
56,CC(C)c1ccc(NC(=O)CSc2nnc(-c3ccc4nonc4c3)n2C)cc1
70,CCOC(=O)c1csc(NC(=O)c2ccc(Br)o2)n1
55,O=C(Oc1ccc2nc(N3CCOCC3)sc2c1)c1ccc2ncsc2c1
62,CC(=O)Nc1ccc(C(=O)NCCNS(=O)(=O)c2cccs2)cc1
68,O=C(O)[C@@H]1C[C@H](C(=O)O)N1
61,Cc1ccc(C)c2c1sc(=NC(=O)c1cc(=O)c3ccccc3o1)n2C
71,O=C(NCc1ccc(F)cc1)C(=O)Nc1ccc(N2CCCS2(=O)=O)cc1
59,O=C(Nc1nncs1)c1ccncc1
72,CCOc1ccc(-c2ccc(N3CCN(C(=O)Nc4ccccc4F)CC3)nn2)cc1
52,CC(=O)Oc1cc(OC(C)=O)c2c(=O)c(-c3ccccc3)coc2c1
57,COc1ccccc1CNS(=O)(=O)c1cccc2cnccc12
69,COC(=O)c1ccccc1NC(=O)c1nnn(-c2ccc(C)cc2)c1C
67,Nc1nnc(Cc2ccccc2)o1
61,O=C(Nc1ccc(F)cc1)c1cc(Cl)sc1Cl
66,NNC(=O)c1csc(-c2ccc(C3SCCS3)cc2)n1
61,Cc1nn(C)c2sc(C(=O)NCc3ccc(N4CCN(C)CC4)cc3)cc12
63,Cc1ccc(C(=O)NC(C(=O)N2CCN(C(=O)c3ccco3)CC2)S(=O)(=O)c2ccc(C)cc2)cc1 (stereo unspecified)

New compounds follow
RMI FANCM FP,Molecule
58,NCc1n[nH]c(=S)n1-c1ccc(F)cc1
67,C(=C\N1CCCC1)/c1nnnn1-c1ccccc1
61,NC(=O)CCc1csc(NC(=O)c2ccc(=O)[nH]c2)n1
63,Nc1cc(-c2ccccc2)no1
66,COc1ccc(C(=O)NCCn2ncc3c(=O)n(Cc4ccccc4C)cnc32)cc1
69,CC1C(=O)NCCN1C(=O)c1ccc(S(C)(=O)=O)cc1 (stereo unspecified)
52,CCSc1ccccc1C(=O)Nc1nc2c(s1)C(=O)CC(C)(C)C2
76,COC(=O)c1c(NC(=O)COc2ccc(Cl)cc2Cl)sc2c1CC(C)(C)NC2(C)C
62,CC(C)CCNC(=O)c1cn(-c2cccc(Cl)c2)nn1
63,COc1ccc(-c2nnc(NC(=O)c3ccc(F)cc3)o2)cc1OC
56,Cc1cc(=O)oc(C)c1C(=O)O
59,O=C(c1cc2ccccc2s1)N1CCCN(c2nc3ccc(Cl)cc3s2)CC1
57,Nc1ccc([N+](=O)[O-])cc1C(=O)NNC(=O)c1ccco1
57,CCOC(=O)c1sc(SC(C)C)c2c1-c1ccccc1N(C)S2(=O)=O
63,O=C(Nc1ccc(N2CCCS2(=O)=O)cc1)C(=O)NC1CC1
63,COC1C=CC23c4cc5c(cc4CN(CC2O)[C@@H]3C1)OCO5 (stereo partly specified)

Arranged by number of heavy atoms (lowest first): 3 of the compounds above
RMI FANCM FP,Molecule
60,CC(=O)CCC1C(C#N)C(C(C)C)CCC1(C)OC(C)=O (stereo unspecified)
50,CSc1nnc(C)n1-c1ccc(OCc2ccccc2)cc1
139,CCCN1CCCc2cc(CCNS(=O)(=O)c3ccc(Br)cc3)ccc21

An excerpt, so the mix of outcomes need not match the whole.
